E coli WT inh = blocks growth of wild type E. coli BW25113 | hit rate 0.05% among 20,000 | inhibition, % at 10 µM | AID 552 | E. coli BW25113 growth inhibition, OD600; in the data active = inhibition above about 40%;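 also: bacteria exposed to compound for 20 hours at 37 °C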
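assay system = bacterial strain in a whole-cell growth screen | quantity = inoculum from a 1:1000 dilution of a 1.5 h subculture | buffer or medium = LB broth with 50 µg/mL kanamycin | compound dosing = one dose, 10 µM final | schedule = compound exposure of 20 h at 37 °C | technique = absorbance at 615 nm as a measure of bacterial growth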
Starred values were filed as active, the others as inactive. These rows are one share of the data; the hit share may differ from the screen's.

The first two entries (preview)
canonical_smiles | E coli WT inh
c1ccc(CCCc2nc(-c3ccccn3)no2)cc1 | 5
CC1CCN(Cc2ccc(NC(=O)C3CCN(c4nnc(-n5cccc5)s4)CC3)cc2)CC1 | 5

The list itself, from the first entry:
canonical_smiles | E coli WT inh
c1ccc(CCCc2nc(-c3ccccn3)no2)cc1 | 5
CC1CCN(Cc2ccc(NC(=O)C3CCN(c4nnc(-n5cccc5)s4)CC3)cc2)CC1 | 5
CC(C)CCN1CC(C(=O)NCc2ccccc2)CC1=O (configuration not stated) | 5
O=C(CCCN1C(=O)CCC1=O)Nc1ccc2c(c1)OCCO2 | -20
O=C(Nc1ccc2c(c1)OCCO2)C1CCN(C(=O)c2ccc(Br)cc2)CC1 | -24
Cc1ccc(C2=N/C(=C/N3CCOCC3)C(=O)O2)cc1 | -3
CCc1nn(CC(=O)NCCCN2CCc3ccccc3C2)c(=O)c2cc3sccc3n12 | 13
CC1Cc2nc(SCC(=O)Nc3ccccc3F)n(C)c(=O)c2S1 (configuration not stated) | 1
O=C(NCC1CCCO1)C1CC(c2ccc(Cl)c(Cl)c2)=NO1 (configuration not stated) | -1
[O-][n+]1c2c(nn1-c1ccccc1Cl)-c1nonc1CC2 | -7
COc1ccc(-c2ccc(-c3noc(-c4ccco4)n3)c(OC)n2)cc1 | -17
O=C(COc1ccc(S(=O)(=O)N2CCCC2)cc1)NCCC1=CCCCC1 | -7
CCc1ccccc1NS(=O)(=O)c1ccc(SC)cc1 | 4
CCCc1[nH]nc2c1C1(C(=O)N(CC)c3ccccc31)C(C#N)=C(N)O2 (configuration not stated) | -13
NC(=O)c1ccc(-n2nnnc2SCC(=O)Nc2ccc(N3CCOCC3)c(Cl)c2)cc1 | -16
CS(=O)(=O)N(CC(=O)NCc1ccc2c(c1)OCO2)Cc1ccc(Cl)cc1 | -17
O=C1Nc2ccc(S(=O)(=O)NCc3ccccn3)c3cccc1c23 | -17
Cc1nn(C)c(C)c1CNC(=O)c1cc2n(n1)C(C(F)(F)F)CC(c1cccs1)N2 (configuration not stated) | -2
Cc1nc2ccc(C(=O)O)cc2c2c1CC(C)S2 (configuration not stated) | -7
CC(C)OCCCNC(=O)c1ccc(N(C)S(C)(=O)=O)cc1 | -9
Cc1cc(C(=O)Nc2c(C)n(C)n(-c3ccccc3)c2=O)c(C)o1 | -11
CN(c1ccc(C(=O)NCc2cccnc2)cc1)S(C)(=O)=O | 2
CCN(CC)S(=O)(=O)c1ccc(NC(=O)Cn2cnc3ccccc3c2=O)cc1 | -9
Cn1c(=O)c2c3c(sc2n2c(SCc4ccccc4)nnc12)CCCC3 | -1
CN1CCN(C2=C(Cl)C(=O)N(C3CCCCC3)C2=O)CC1 | -24
O=C(CCCN1C(=O)c2ccccc2C1=O)N1CCN(c2ccccn2)CC1 | 4
Cc1ccc(CSc2nc3c(c(=O)[nH]2)CCC3)cc1 | 1
O=C(O)CSc1nnc(C2CC2)n1-c1ccccc1 | -22
COc1ccc(S(=O)(=O)N2CCCC(C(=O)N3CCOCC3)C2)cc1C (configuration not stated) | -17
CCCOc1c(Br)cc(C(=O)NCC)cc1OC | -11

The listing continues.
canonical_smiles | E coli WT inh
CCCS(=O)(=O)N1CCN(Cc2ccccc2OCC)CC1 | 7
Cn1c(=O)cc(SCC(=O)N2CCOCC2)c2ccc(Cl)cc21 | -4
N=C1C(c2nc3ccccc3s2)=C(O)CN1Cc1ccco1 | 4
CCC1Cc2c(nc3c4c(nc(N5CCOCC5)c(C#N)c24)NC(C)=N3)O1 (configuration not stated) | -4
CS(=O)(=O)N(CC(=O)N1CCN(c2ccccc2)CC1)C1CCCCC1 | -3
N#Cc1cnc(SCCc2ccccc2)nc1N | -3
CN(C)c1cc(NC(=O)CN2CCOCC2)c2ccccc2n1 | 9
CC1=C(C(N)=O)C(c2ccncc2)n2nc(-c3ccccc3Cl)nc2N1 (configuration not stated) | 9
CCN(CC)c1ccc(NC(=O)c2ccc(Br)o2)c(C)c1 | -15
COc1ccc(-c2noc(CSc3nnc(Cc4ccccc4)n3-c3cccc(C)c3)n2)cc1OC | -9
Nc1ccc(S(=O)(=O)NC(=O)c2ccccc2)cc1 | 10
COc1ccc(Cn2nnnc2C(c2ccncc2)N2CCOCC2)cc1 (configuration not stated) | -3
C=CCn1c(SCC(=O)NCc2ccco2)nnc1-c1ccc2ccccc2n1 | -19
COC(=O)[C@H](CCSC)NC(=O)Nc1cc(C)ccc1C | -1
CCOC(=O)c1ccc2[nH]c(C)c(CN3CCN(C)CC3)c(=O)c2c1 | -12
CCCn1c(=O)c(C(=O)NCc2ccccn2)c(O)c2ccccc21 | -3
CCOCCCNC(=O)CN1CCN(Cc2ccccc2C)C1=O | 7
CSC1=NC(NCCCO)c2c(sc3c2CC(C)(C)OC3)N1 (configuration not stated) | -21
COc1cc(CNC2CCCCCC2)cc(OC)c1OC | 2
CSc1nc(NCC(C)C)nc(N2CCOCC2)n1 | 1
O=C(Nc1cc(Cl)ccc1O)c1cc2n(n1)C(C(F)(F)F)CC(c1ccc3c(c1)OCO3)N2 (configuration not stated) | -18
Cc1nn(-c2ccccc2)c(C)c1C(=O)OCC(=O)c1c(N)n(CC(C)C)c(=O)n(C)c1=O | 14
CCCC(=O)Nc1ccc(Cl)c(NC(=O)c2ccco2)c1 | 1
COc1cc2c(cc1OC)CN(C(=O)CSc1nc3[nH]ncc3c(=O)n1-c1ccccc1)CC2 | -1
COc1ccccc1-c1nnc(NC(C)=O)s1 | -7
Cc1ccc(-c2[nH]nc3c2C(c2ccoc2)C(C#N)=C(N)O3)cc1C (configuration not stated) | -7
Cn1c(=O)c2c(nc(N3CCc4ccccc4C3)n2Cc2ccc(Br)cc2)n(C)c1=O | -4
COc1ccc(S(=O)(=O)N2CCCC2C(=O)Nc2ccc(C)cc2)cc1 (configuration not stated) | 15
CCOC(=O)C1=C(C)NC(=O)NC1c1ccccc1Cl (configuration not stated) | -14
Cn1ncc(C#N)c1NC(=O)C1CC(c2c(F)cccc2Cl)=NO1 (configuration not stated) | -12

The listing continues.
canonical_smiles | E coli WT inh
O=C(Cc1cccs1)NCc1ccccc1F | -18
CCOC(=O)c1cnc(SCC)[nH]c1=O | -4
CCOC(=O)c1c(C)n(C)c2c(C)cc(O)c(OC(C)=O)c12 | -2
NC(=O)c1ccccc1NC(=O)CS(=O)(=O)Cc1ccccc1 | 4
O=C(c1cnsn1)N1CCN(c2ccccn2)CC1 | -2
COc1nc(OC)nc(N2CCC(C(=O)NC3CCCCCC3)CC2)n1 | 7
COc1nc(-c2ccc(Cl)cc2)ccc1-c1noc(-c2ccncc2)n1 | 1
COc1cccc(OC)c1C(=O)N1CCN(Cc2ccncc2)CC1 | 1
COc1cc(C(=S)N2CCCC2)cc(Cl)c1O | -19
O=C(NCc1ccc(F)cc1)C1CCN(C(=O)NCc2ccccc2)CC1 | -3
COC(=O)c1cc(NC(=O)CC2C(=O)NCCN2C(=O)c2ccccc2)cc(C(=O)OC)c1 (configuration not stated) | -19
Cc1ccc(OCC(=O)Nc2ccc(O)c(C(=O)O)c2)cc1C | -20
CCn1c(SCC(=O)Nc2ccccc2N2CCOCC2)nnc1-c1ccccc1O | -14
CCOc1cc(CN2CCN(C(=O)c3ccco3)CC2)ccc1OC | 0
COc1nc2ccccc2cc1-c1noc(-c2cccnc2)n1 | -7
COc1ccccc1CNC(=O)COc1ccccc1OC | -21
Cc1oc2c(CN3CCCC3)c(O)ccc2c(=O)c1-c1ccccc1 | -5
CC1Cc2ccccc2N1S(=O)(=O)c1cccc(C(=O)OCC(=O)NC2CCS(=O)(=O)C2)c1 (configuration not stated) | 13
c1cnc2c(SCc3ccc(-c4nnco4)cc3)cccc2c1 | -6
O=C(NC1CCCCC1NC(=O)c1ccco1)c1ccco1 (configuration not stated) | -3
O=S(=O)(N1CCCCCC1)N1CCN(S(=O)(=O)N2CCOCC2)CC1 | 4
CC(=O)c1ccccc1OCCn1nnc(-c2ccc(C)cc2)n1 | -4
COc1ccc(S(=O)(=O)N2CCC(C(=O)NC3CC3)CC2)cc1Cl | -19
CCCCOc1ccccc1C(=O)NCCCC(=O)O | -3
CCOc1ccc(/C(O)=C2\C(=O)C(=O)N(CCN(C)C)C2c2cc(OC)ccc2OC)cc1Cl (configuration not stated) | -20
O=C(CC1CCCCC1)NC1CCCC1 | 0
Cc1ccc(NC(=O)CSc2nnc(-c3ccccn3)n2C)cc1 | 7
O=C(CCNS(=O)(=O)c1ccc(Cl)cc1)NCc1ccccn1 | -2
O=C(CSc1ccc(-c2ccccc2)nn1)N1CCOCC1 | 1
O=c1cc(-c2ccccc2)c2ccc(O)c(CN3CCCCC3)c2o1 | 5

Three entries from above, reformatted.
> O=C(CC1CCCCC1)NC1CCCC1
  E coli WT inh: 0
> COc1nc2ccccc2cc1-c1noc(-c2cccnc2)n1
  E coli WT inh: -7
> COC(=O)c1cc(NC(=O)CC2C(=O)NCCN2C(=O)c2ccccc2)cc(C(=O)OC)c1 (configuration not stated)
  E coli WT inh: -19

(listing goes on)
canonical_smiles | E coli WT inh
CC1(C(=O)NC2CCCCC2)CCC(=O)N1Cc1cccs1 (configuration not stated) | 21
O=C(N1CCOCC1)N(CCN1CCOCC1)Cc1cccc(Cl)c1 | -18
CCN(CC)C(=O)CSc1nc2ccccc2c(=O)n1OC | -17
Nn1c(SCC(=O)Nc2ccccc2F)nc2ccccc2c1=O | -21
COc1nc(C)ccc1-c1noc(-c2ccccn2)n1 | -19
O=C(Nc1cccc(O)c1)c1ccc(Br)cc1 | -18
O=c1[nH]c2cccnc2n1Cc1ccco1 | -1
COC(=O)NCC(c1cccnc1)N1CCOCC1 (configuration not stated) | 9
Cc1ccc(Nc2nc(N)nc(CSc3nnc(-c4ccncc4)o3)n2)cc1 | 2
CCS(=O)(=O)N1CCC(C(=O)NC2CCCCCCC2)CC1 | 0
CCCCn1nnc(NC(=O)c2cc3ccccc3o2)n1 | -3
COC(=O)CSC1=NS(=O)(=O)c2ccccc21 | 7
O=S(=O)(NCC1CCCO1)c1ccc(Cl)c(C(F)(F)F)c1 (configuration not stated) | -18
C=CCn1c(N)c(C(=O)NC2CCCCC2)sc1=S | -17
O=C(NCC1CCCCC1)c1ccco1 | -15
Cc1[nH]n(C(N)=S)c(=O)c1C(c1ccccc1)C(C#N)C#N (configuration not stated) | 11
CCOC(=O)C1CCCN(C(=O)c2cnn3c(C(F)(F)F)cc(-c4ccccc4)nc23)C1 (configuration not stated) | -18
CCn1c(COc2cccc(C)c2)nnc1SCC(=O)Nc1cccc(C(=O)O)c1 | 0
Cc1ccc(N(C(C)C(=O)Nc2ccc(S(=O)(=O)N3CCOCC3)cc2)S(C)(=O)=O)cc1C (configuration not stated) | -16
COCc1cc(=O)[nH]c(/N=C(\N)Nc2ccc(C)cc2)n1 | -20
COc1ccc(OC)c(CN2CCCC(C(=O)N3CCCCC3)C2)c1 (configuration not stated) | -17
O=C(NCc1cccs1)C1CCCN(c2ncccn2)C1 (configuration not stated) | 0
CCN(CC)S(=O)(=O)c1ccc2nc(NC(=O)c3cccs3)sc2c1 | -12
CCCS(=O)(=O)N1CCC(C(=O)NCCN2CCCC2)CC1 | 7
COc1ccccc1N1CCN(C(=O)c2cc(-c3ccc(Cl)c(Cl)c3)on2)CC1 | -2
CC(=O)Nc1cc(NC(C)=O)cc(C(=O)OCC(=O)N2CC(C)OC(C)C2)c1 (configuration not stated) | -5
CCOC(=O)CNC(=O)CSc1ncnc2c1cnn2-c1ccccc1 | -1
COc1ccc(C(=O)CSc2nnc(CNC(=O)c3ccc(OC)c(OC)c3)n2C)cc1 | -15
O=C(NCCCN1CCCC1=O)NC12CC3CC(CC(C3)C1)C2 | -19
N#CCCN(CCC#N)C(=O)COc1ccc(Cl)cc1Cl | -19

Retrieved by structure from above (5):
canonical_smiles | E coli WT inh
COc1cc(C(=S)N2CCCC2)cc(Cl)c1O | -19
CN1CCN(C2=C(Cl)C(=O)N(C3CCCCC3)C2=O)CC1 | -24
N=C1C(c2nc3ccccc3s2)=C(O)CN1Cc1ccco1 | 4
N#Cc1cnc(SCCc2ccccc2)nc1N | -3
CCCCn1nnc(NC(=O)c2cc3ccccc3o2)n1 | -3

Going on with the list:
canonical_smiles | E coli WT inh
C/C(N)=C(\C#N)C(=O)NCCc1ccccn1 | -3
CC(C)COP(=O)(c1ccc(N(C)C)cc1)C(O)c1ccncc1 (configuration not stated) | -14
COc1ccc(CC(=O)OCn2nnc3ccccc3c2=O)cc1 | -1
Cc1noc(C)c1S(=O)(=O)NCCN1CCN(c2ccccc2)CC1 | 0
CC(C)(C)c1ccccc1OCC(=O)NCCC(=O)O | -18
CN(C)S(=O)(=O)N(Cc1ccc(Br)cc1)c1ccccc1 | -16
COc1ccc(C(NC(=O)c2ccco2)c2ccc(OC)c(OC)c2)cc1 (configuration not stated) | -3
CCOC(=O)c1c(N)sc2c1CCCC2 | 6
CC(C)(C)Nc1nc(NC(C)(C)C)nc(-n2ccnc2)n1 | 6
Cc1cccc(NC(=O)CSc2nnc(-c3cc(C)n(-c4ccccc4)c3C)o2)c1C | -2
COC(=O)c1ccc(CSc2nc3c(cnn3-c3ccc(F)cc3)c(=O)[nH]2)o1 | 0
COC(=O)Cc1c(C)nc2nc(Cc3ccccc3)[nH]n2c1=O | -18
Cc1cccc(-c2nnn(CC/C(N)=N/O)n2)c1 | 18
COC(=O)CCS(=O)(=O)c1ccc(Cl)c(Cl)c1 | -20
S=C(c1ccc(-c2cc(Cl)ccc2Cl)o1)N1CCOCC1 | 1
CCC(CC)C(=O)Nc1cc(NC(=O)C(CC)CC)cc(C(=O)O)c1 | -20
C=C(C)CSc1nnc([C@@H](NC(=O)OC(C)(C)C)C(C)CC)o1 (some centres not stated) | -10

Screens as filed in PubChem.
